# GDH-TPI inh: inhibits GDH-TPI coupling enzymes, artifact for Mtb FBA screen; GDH-TPI coupled enzyme counterscreen, NADH absorbance; inhibition, % at 4.8 µM; 360,000 tested, 1.2% active; AID 588335; in the data active means inhibition above about 30%;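 further: 0% = DMSO wells and 100% = wells lacking the enzyme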
# Rv3671c inh: Rv3671c (M. tuberculosis) protease inhibition; inhibition, % at 5.96 µM; 320,000 tested, 0.048% active; AID 2606; in the data active means inhibition above about 38%;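 further: extracellular domain of Rv3671c used as enzyme; 0% = enzyme with DMSO and 100% = no enzyme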
# Target sequence (P9WHR9 whole entry, looked up, the tested form may be a part): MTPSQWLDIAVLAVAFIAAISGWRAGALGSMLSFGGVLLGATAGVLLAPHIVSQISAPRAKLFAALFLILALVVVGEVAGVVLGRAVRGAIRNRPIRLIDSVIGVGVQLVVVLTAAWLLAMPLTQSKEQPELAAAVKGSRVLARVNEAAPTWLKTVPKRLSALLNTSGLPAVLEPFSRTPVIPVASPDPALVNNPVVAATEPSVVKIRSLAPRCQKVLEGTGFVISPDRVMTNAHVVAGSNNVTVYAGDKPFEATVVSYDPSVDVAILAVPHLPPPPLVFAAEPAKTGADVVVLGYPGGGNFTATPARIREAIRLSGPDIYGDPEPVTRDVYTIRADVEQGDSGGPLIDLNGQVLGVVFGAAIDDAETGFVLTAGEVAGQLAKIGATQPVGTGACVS
# SSB-PriA inh: blocks PriA binding to SSB C-terminal tail; AlphaScreen SSBct-PriA binding, biotinylated peptide; inhibition, % at 33 µM; 430,000 tested, 0.6% active; AID 1272365; in the data active means inhibition mostly above about 37%, no sharp cut-off; inactive means mostly below about 20%;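 further: plate controls were negative control peptide for no effect and reference peptide for full effect; strong numbers were not always called active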
# Mtb UGM inh: Mtb UDP-galactopyranose mutase inhibition. P9WIQ1. purified UGM, fluorescence polarization probe displacement. inhibition, % at 10 µM. 320,000 tested, 0.06% active; in the data active means inhibition above about 10%, passing the limit was not always enough
# FBA Mtb inh: inhibits M. tuberculosis FBA enzyme | P9WQA3 | purified M. tuberculosis FBA, fluorescence read-out | inhibition, % at 1 µM | 360,000 tested, 2.3% active | AID 588726; in the data active means inhibition above about 27%;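 further: 0% = vehicle and 100% = reference inhibitor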
# Target sequence (P9WQA3 whole entry, looked up): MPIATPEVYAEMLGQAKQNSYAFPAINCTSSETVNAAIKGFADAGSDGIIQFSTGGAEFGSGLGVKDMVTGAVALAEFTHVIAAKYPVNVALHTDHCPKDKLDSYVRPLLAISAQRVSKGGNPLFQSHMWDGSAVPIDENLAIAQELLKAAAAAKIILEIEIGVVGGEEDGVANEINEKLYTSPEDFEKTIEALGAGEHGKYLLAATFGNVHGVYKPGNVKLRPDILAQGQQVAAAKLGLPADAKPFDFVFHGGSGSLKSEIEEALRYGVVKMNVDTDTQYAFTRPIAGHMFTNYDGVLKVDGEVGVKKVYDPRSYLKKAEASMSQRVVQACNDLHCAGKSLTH
# 3CLpro inhibitor: SARS-CoV 3CLpro protease inhibition; AID 1706; recombinant SARS-CoV 3CLpro, quenched FRET peptide cleavage; 290,000 tested, 0.14% active; P0C6X7; inhibition, % at 6 µM; in the data active means inhibition above about 12%
# BH1578 lux ind: induces V. cholerae light production without autoinducers; V. cholerae BH1578 lux reporter, luminescence, 6 h; activation, % at 18.7 µM; 350,000 tested, 0.16% active; AID 588436; in the data active means activation mostly above about 9.7%, no sharp cut-off; further: not every result past the cut was called active; inactives centre near 0; reference of the scale not given here
# MazEF act: MazEF (E. coli) toxin RNase activation; FAM/BHQ RNA-DNA oligo cleavage fluorescence, 5 h; AID 504720; activation, % at 20 µM; P0AE70; 350,000 tested, 0.32% active; in the data active means activation above about 50%
# Target sequence (P0AE70 whole entry, looked up): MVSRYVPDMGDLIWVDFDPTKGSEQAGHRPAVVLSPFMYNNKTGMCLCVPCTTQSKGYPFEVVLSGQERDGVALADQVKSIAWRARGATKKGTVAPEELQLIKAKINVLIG
# VHR inh abs: inhibitors of human VHR1 phosphatase (DUSP3). recombinant VHR phosphatase, pNPP absorbance. 290,000 tested, 0.52% active. AID 1654. P51452. inhibition, % at 13.3 µM; in the data active means inhibition above about 50%; further: some compounds called inactive have numbers as strong as hits
# Target sequence (P51452 whole entry, looked up): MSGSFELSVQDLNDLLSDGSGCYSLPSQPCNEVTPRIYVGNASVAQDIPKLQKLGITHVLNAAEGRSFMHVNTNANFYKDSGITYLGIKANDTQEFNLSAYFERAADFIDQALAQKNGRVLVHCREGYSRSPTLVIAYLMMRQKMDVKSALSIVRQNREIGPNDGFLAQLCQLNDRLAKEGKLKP
# BioA inh: blocks M. tuberculosis BioA enzyme activity | 360,000 tested, 0.096% active | inhibition, % at 9.99 µM | AID 602481 | purified M. tuberculosis BioA enzyme, plate reader; in the data active means inhibition above about 40%
# The depositor's hits bear a star; i = inactive; / = not tested or not shown; + = active, no number; & = joins results of further samples. A portion of the library, so the mix of outcomes need not match the whole.
SMILES,GDH-TPI inh,Rv3671c inh,SSB-PriA inh,Mtb UGM inh,FBA Mtb inh,3CLpro inhibitor,BH1578 lux ind,MazEF act,VHR inh abs,BioA inh
O=C(O)c1cscc1Cc1cccs1,-7,/,/,/,4,/,-3.1,7,/,/
CC(=O)C1=C(C)NC(C)=C(C(C)=O)C1c1cn(-c2ccccc2)nc1-c1cccs1,-1,-4,13,-0.4,0,2,i,-4,35,-0.9
COc1ccccc1-n1c(SCC(=O)N2CCc3ccccc32)nc2c(c1=O)SCC2,19,1,0,-1.3,-2,1,-0.5,5,-15,2.6
O=C(CC1SC(N2CCCC2)=NC1=O)Nc1ccc(C(=O)NCCc2ccc(F)cc2)cc1 (centres undefined),-5,-1,1,-0.1,0,/,i,4,/,2.6
COc1cc(C)ccc1OCc1cc(C(=O)N(C)CCCN2CCOCC2)no1,5,-6,-25,3.4,3,-6,7.1,-10,-15,-1.1
Cc1cc(S(=O)(=O)N2CCCC2C(=O)N2CCOCC2)c(C)cc1Cl (centres undefined),-4,-6,-7,0.5,-2,2,-0.2,3,29,0.3
CN(CCc1ccccc1)C(=O)c1cc(COc2cccc(C(F)(F)F)c2)on1,-11,/,-52,/,-7,13*,-0.6,-2,-13,-0.5
Cc1cc(C)c(C)c(OCC(O)CN2CCN(c3ccccn3)CC2)c1 (centres undefined),6,2,11&-9,-1.6,-2,3,-1.8,-2,4,-0.2
COc1cc(NC(=O)CN2CCCCCC2)cc(OC)c1,9,2,6,-2.8,0,-1,-0.2,1,36,/
CC1CN(S(=O)(=O)c2cccc(C(=O)Nc3ccccc3N3CCCC3)c2)CC(C)O1 (centres undefined),13,4,19,4.1,4,/,i,9,/,-2.0

# Some of these compounds in order of count of non-hydrogen atoms, ascending:
SMILES,GDH-TPI inh,Rv3671c inh,SSB-PriA inh,Mtb UGM inh,FBA Mtb inh,3CLpro inhibitor,BH1578 lux ind,MazEF act,VHR inh abs,BioA inh
O=C(O)c1cscc1Cc1cccs1,-7,/,/,/,4,/,-3.1,7,/,/
COc1cc(NC(=O)CN2CCCCCC2)cc(OC)c1,9,2,6,-2.8,0,-1,-0.2,1,36,/
Cc1cc(S(=O)(=O)N2CCCC2C(=O)N2CCOCC2)c(C)cc1Cl (centres undefined),-4,-6,-7,0.5,-2,2,-0.2,3,29,0.3
Cc1cc(C)c(C)c(OCC(O)CN2CCN(c3ccccn3)CC2)c1 (centres undefined),6,2,11&-9,-1.6,-2,3,-1.8,-2,4,-0.2
COc1cc(C)ccc1OCc1cc(C(=O)N(C)CCCN2CCOCC2)no1,5,-6,-25,3.4,3,-6,7.1,-10,-15,-1.1
COc1ccccc1-n1c(SCC(=O)N2CCc3ccccc32)nc2c(c1=O)SCC2,19,1,0,-1.3,-2,1,-0.5,5,-15,2.6

# Next records follow.
SMILES,GDH-TPI inh,Rv3671c inh,SSB-PriA inh,Mtb UGM inh,FBA Mtb inh,3CLpro inhibitor,BH1578 lux ind,MazEF act,VHR inh abs,BioA inh
Cc1ccc(C(=O)NC2CCN(C(=O)NCc3ccccc3)CC2)cc1,2,2,-10,0.0,0,0,i,10,19,-1.8
O=C(O)CCCCCCNS(=O)(=O)c1ccccc1,3,14,-11,-0.4,-1,1,-0.1,0,19,-2.4
O=C(N/N=C/c1ccc[nH]1)c1ccccc1O,20,8,/,2.6,2,5,i,7,-17,/
O=C(CCNS(=O)(=O)c1ccc2ccccc2c1)NCCOc1ccccc1,1,/,-5,/,-1,/,-1.8,-9,/,/
O=C(CN1CCC(NC(=O)c2ccccc2F)CC1)NCc1ccc(F)cc1,1,-1,1,-0.8,0,3,/,6,31,-0.2
CC(C)(C)C(=O)NC(=S)Nc1sc2c(c1C(N)=O)CCC2,4,-1,-4,-2.5,-2,6,i,-14,13,-4.5
Cc1ccc(C(=O)CSc2nc3ccccc3c(=O)[nH]2)cc1,2,-9,-3,-0.1,1,-3,-2.9,1,-6,0.1
CN(CC(=O)Nc1ccccc1Cl)C(=O)c1cc(-c2cccs2)nn1-c1ccccc1,1,3,-14,1.2,0,/,-0.9,-14,/,-3.8
COC(=O)[C@H]1C[C@H]2[C@@H]3CC[C@H]4C[C@@H](OC)CC[C@]4(C)[C@H]3CC[C@]2(C)[C@@]2(CCCO2)O1,2,/,-10,/,0,/,i,8,/,-1.1
O=C(COC(=O)COc1cccc(C(F)(F)F)c1)NC1CCCC1,3,-3,-9,-1.4,-1,/,i,7,/,-0.4
CSCCC1Nc2ccc(S(=O)(=O)N3CCOCC3)cc2NC1=O (centres undefined),4,/,-7,/,-1,-1,-0.5,6,9,/
O=C1CCCC(=O)N1CCCCCCN1C(=O)CCCC1=O,-8,/,/,/,1,/,i,2,/,/
O=c1c(O)c(-c2ccc3c(c2)OCO3)oc2ccccc12,16,-4,1,-0.2,5,-4,1.0,15,17,-1.8
c1ccc(CCN2CCC(N3CCN(c4ccccc4)CC3)CC2)cc1,-1,-4,-1,-0.9,2,1,1.0,-18,28,-0.8
Nc1c(C(=O)NC2CCCC2)c2nc3ccccc3nc2n1N,9,8,-8,-3.1,2,0,i,-23,-8,-0.9
CCCCNC(=O)C1(C)CCCCN1CC(=O)c1ccc(OC)cc1 (centres undefined),17,/,/,/,4,/,i,/,/,-4.9
COc1cc(C(=O)OCC(=O)Nc2cc(-c3cc(C)c(C)cc3C)nn2-c2ccccc2)cc(OC)c1OC,8,4,-8,-1.0,1,1,-0.3,-1,13,/
Cc1c(OC(C)C(=O)NCc2ccccn2)ccc2c3c(c(=O)oc12)CCCC3 (centres undefined),3,-7,-6,0.7,68*,0,-0.4,9,9,17
CCOC(=O)c1cn2nc(-c3ccc(OCC)cc3)cc2nc1C1CCN(C(=O)OC(C)(C)C)CC1,-2,3,-6,-1.7,-2,5,0.0,-3,8,-1.0
O=C(Nc1nc2c(s1)CN(Cc1ccccc1)CC2)C1CCC1,16,9,2,-1.3,9,-4,-0.4,14,-5,-3.2
CC(C)c1ccc2[nH]c3c(c2c1)[C@@H]1CCN2C(=O)CCC[C@H](C3)[C@H]12,11,1,7,-1.4,0,-4,i,10,20,7.2
O=C(OCc1nnc(-c2ccccc2)o1)C1CC(=O)N(c2ccccc2)C1 (centres undefined),-1,-5,5,1.8,2,-6,i,3,36,5.7
CSC1=NCCN1C(=O)Cc1ccc(F)cc1,3,-3,2,-1.0,4,0,-0.4,7,-9,0.1
CC(=O)N1c2c(cc(Br)cc2S(=O)(=O)N2CCOCC2)CC1C (centres undefined),1,-1,-7,-0.6,3,-8,-0.4,6,-4,2.0
O=C(CCn1c(=O)oc2cc(Cl)ccc21)Nc1ccc(N2CCOCC2)cc1,-14,-1,8,0.7,-1,-6,-0.5,-10,6,-1.2
CCC(C)N(C(=O)COC(=O)c1[nH]c(C)c(C(C)=O)c1C)C1CCS(=O)(=O)C1 (centres undefined),2,-1,-2,1.8,-2,-4,-0.7,4,16,16
CCN(CC)c1ccc(/C=C/[N+](=O)[O-])cc1,3,5,1,-8.4,-14,0,-0.9,10,34,-3.8
COc1cccc(-c2ccc(-c3noc(-c4cccs4)n3)c(OC)n2)c1,-1,-4,-8,-0.1,1,4,i,-22,-23,/
O=C(CN1C(=O)COc2ccc(S(=O)(=O)N3CCCC3)cc21)N1CCCC1,6,-1,-2,-1.9,0,-1,i,8,20,-1.5
COC(=O)Cn1nc(-c2ccccc2)c2cc(Cl)ccc21,7,5,-67,-3.0,-2,-1,-0.5,6,15,1.5
CCOc1ncccc1C(=O)OCC(=O)c1ccc[nH]1,-6,-1,-1,0.5,0,1,i,11,22,-3.8
O=C1CCCC(=O)C1C(=O)C1CCN(S(=O)(=O)c2ccccc2)CC1,-2,2,2,0.8,-4,-1,-0.8,9,13,/
O=C(NC1=NCCS1)C1CC2CCC1C2 (centres undefined),-2,-4,-5,2.6,3,-1,-0.3,2,11,0.2
N#Cc1ccc(-c2ccc(Cl)cc2)nc1Oc1ccc(F)cc1,9,1,-5,1.0,-3,0,-0.7,-11,21,-0.7
O=C(COc1ccc(Nc2ccccc2)cc1)Nc1ccncc1,5,17,28,-4.0,0,/,i,-14,/,0.1
CCCS(=O)(=O)N1CCCC(C(=O)c2ccccc2OC)C1 (centres undefined),4,-1,-7,5.2,2,1,1.6,12,8,/
COc1ccc2oc(C(=O)OCC(=O)N3CCCCC3C)c(C)c2c1 (centres undefined),1,-2,-17,-2.0,63*,/,i,2,/,0.0
Nc1ccc(OCCc2ccccc2)cc1,-7,3,29,-0.8,0,1,-0.3,14,1,-1.8
COc1ccc(N2CCN(C(CNC(=O)C(=O)NCCCn3ccnc3)c3ccco3)CC2)cc1 (centres undefined),-2,2,-1,0.2,-2,1,i,7,30,/
N=c1c(C(=O)NCc2ccco2)cc2c(=O)n3ccccc3nc2n1Cc1ccc(Cl)cc1,13,7,-3,-1.4,44*,-5,i,-16,-8,-0.4
CCCN(CCC)CCCNC(=O)CS(=O)Cc1nc(-c2ccc(OC)c(OC)c2)oc1C (centres undefined),6,0,-8,-2.4,5,-1,i,1,21,1.3
C[n+]1ccc(/C=C/c2c[nH]c3ccc(F)cc23)cc1,3,/,-8,1.8,-6,-11,0.6,-669,13,-63
O=c1[nH]nc(-c2ccc([N+](=O)[O-])o2)c(=O)[nH]1,19,/,-12,/,-1,/,-0.8,3,/,-2.1
CCOC(=O)CN1C(=O)C2(OCCCO2)c2ccccc21,-1,1,-8,0.8,-3,1,i,3,-14,/
CCN(CC)CCNC(=O)Cn1cnc2sc(C)c(S(=O)(=O)N3CCN(c4ncccn4)CC3)c2c1=O,1,-9,-13,2.6,6,-3,0.7,9,-2,/
CCCCCCCCCCCCCCCC(=O)OC(CC(=O)O)C[N+](C)(C)C (centres undefined),0,-5,-22,/,2,/,-0.6,-10,/,18
CN(C)S(=O)(=O)c1cccc(-c2nnc(SCc3cc(Cl)cc4c3OCOC4)n2N)c1,-5,-1,-5,6.9,3,-1,-0.3,-4,18,0.5
CCCn1nnc(NC(=S)NC(=O)Cc2ccccc2)n1,4,-6,-6,-2.1,3,4,2.3,4,3,-0.6
Cc1ccc(N(CCCCN2C(=O)c3ccccc3C2=O)C(=O)c2ccc(Cl)s2)cc1,10,-5,-17,2.0,-1,-6,-0.1,-3,10,/
CN1C(=O)/C(=C/c2cc(C(C)(C)C)c(O)c(C(C)(C)C)c2)NC1=S,1,-6,0,-0.2,-1,-4,-0.5,-2,-7,/

# (next part)
SMILES,GDH-TPI inh,Rv3671c inh,SSB-PriA inh,Mtb UGM inh,FBA Mtb inh,3CLpro inhibitor,BH1578 lux ind,MazEF act,VHR inh abs,BioA inh
CC1(C(=O)NS(=O)(=O)c2ccccc2Cl)CCN1C(=O)c1ccccc1 (centres undefined),10,/,/,/,-1,/,0.0,/,/,-0.5
CCC(CC)C(=O)c1c[nH]c(C(=O)NN)c1,-1,-1,3,-2.9,1,-1,/,-4,20,/
CNC(=O)Oc1ccc(N(C)C)cc1C(C)C,1,6,-72,-1.1,1,2,-0.5,-14,35,0.3
CCSC(C)CC1C/C(=N/O)c2c(C)noc2C1 (centres undefined),-7,-1,/,-0.3,4,-2,3.3,10,5,-0.9
CCCCCCNS(=O)(=O)c1ccc(NC(=O)C2CCCO2)cc1 (centres undefined),6,-10,-2,-0.2,-3,5,-1.4,-10,7,-1.2
Cn1nc(-c2ccccc2)c2nc3ccccc3nc21,-8,4,-25,28*,-2,5,-0.2,+,5,-13
Cc1cc(C)c2c(N)c(S(=O)(=O)Cc3ccccc3)sc2n1,2,5,-24,1.4,3,-1,-1.2,8,33,-0.3
CN1CCN(CCNC(=O)Nc2ccccc2C(F)(F)F)CC1,3,0,-7,-0.4,1,-2,i,3,24,-0.6
CC1Cc2ccccc2N1C1=CC(=O)CC(C)(C)C1 (centres undefined),20,-2,-24,0.1,-2,3,i,-6,15,-0.6
COc1cccc(S(=O)(=O)NCc2ccc(C(=O)Nc3ccc(Cl)cc3)cc2)c1,-9,-30,-10,-0.1,-1,5,-0.1,-4,14,/
CCOC(=O)c1cnn(-c2nc(SC)nc3sc4c(c23)CCCC4)c1N,2,-9,-19,0.0,0,6,3.1,-4,2,3.3
Cc1ccc(SC(=O)c2c(C)noc2-c2cc(C)on2)cc1,-2,2,-8,0.9,1,1,-0.9,10,8,-0.9
